Rpn11 block: Rpn11 (PSMD14) deubiquitinase inhibitors, primary screen, biochemical, fluorescence polarization, uHTS | 26S proteasome non-ATPase regulatory subunit 14 (Homo sapiens), O00487 | human 26S proteasome, Ub4-pepOG fluorescence polarization; 20S core pre-blocked with epoxomicin | calls only at 20 µM | hit rate 0.59% among 360,000 | AID 588493, 2011;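 active means inhibition at 20 µM, scaled to each plate's controls, above about 33%, limit read from the data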
Scp-1 inhibitor: Scp-1 phosphatase inhibitors, primary screen, biochemical, colorimetric, uHTS; inhibition, % at 20 µM; hit rate 0.88% among 340,000; Recombinant Scp1, phosphopeptide, malachite green phosphate absorbance;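 active means inhibition above about 50% at 20 µM, limit read from the data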;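 further: plate controls were DMSO wells with enzyme for no effect and wells lacking enzyme for full effect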
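Material – SCP-1 phosphatase catalytic domain, residues 76-261 · Buffer or medium – Acidic Tris acetate buffer with magnesium and detergent · Also added – Phospho 17-mer peptide substrate · Compound – single 20 µM dose, 1% DMSO · Times – 45 min room-temperature reaction, 5 min colour, 30 min stabiliser · Technique – Phosphate-binding colour reagent, absorbance read at 630 nm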
DNMT1 block: human DNMT1 methyltransferase inhibitors, primary screen, biochemical, molecular beacon, fluorescence, HinP1I cleavage, uHTS. AID 588458, 2011. hit rate 0.83% among 360,000. inhibition (reported as % activation of signal), % at 10 µM; in the data active means inhibition above about 50%
CSN inh: inhibitors of CSN-mediated cullin deneddylation, primary screen, biochemical, fluorescence polarization, uHTS. COP9 signalosome complex subunit 5 (Homo sapiens), Q92905. Purified CSN, SCF-Nedd8-OG deneddylation. inhibition, % at 12.5 µM. hit rate 0.38% among 360,000;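 active means pattern-corrected inhibition above about 35%, with an unprinted fluorescence ratio check between 0.5 and 1.5, limit read from the data, passing the limit was not always enough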;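 further: 0% = enzyme with substrate and 100% = substrate without enzyme; some results filed as inactive read as strong as hits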
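Assay system: Purified human Csn5 enzyme expressed in HEK293T cells | Amount: Enzyme 0.24 nM | Measured by: Fluorescence polarization readout | Medium: Tris/NaCl/DTT buffer, pH 7.5 | Compound dosing: One concentration, 12.5 µM, 0.25% DMSO | Times: 90 min incubation of compound, enzyme and substrate at room temperature | Control set: no-enzyme wells high, enzyme-with-substrate wells low | Read-out: % inhibition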
NadD inh: inhibitors of S. aureus NadD, primary screen, biochemical, colorimetric, uHTS; Nicotinate-nucleotide adenylyltransferase NadD (Staphylococcus aureus N315); purified NadD enzyme, colorimetric absorbance read-out; inhibition, % at 20 µM; hit rate 0.78% among 360,000; AID 602399, 2012; in the data active means inhibition above about 26%; further: some compounds past the cut are filed as inactive
LMPTP inh: LMPTP phosphatase inhibitors, primary screen, biochemical, fluorescence intensity, uHTS. inhibition, % at 20 µM. recombinant LMPTP-A, OMFP fluorogenic substrate. Low molecular weight phosphotyrosine protein phosphatase (Homo sapiens), P24666. AID 651560, 2012. hit rate 0.22% among 360,000;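 active means compounds that cut the enzyme signal by at least half of the control window in the single-dose screen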;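 further: plate controls were DMSO wells with enzyme plus substrate for no effect and substrate without enzyme for full effect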
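test system = LMPTP-A | amount = 0.625 nM LMPTP-A final | reagent = fluorogenic phosphatase substrate OMFP at 400 µM final | incubation = 50 min at room temperature | benchmarks = no-enzyme low control, uninhibited high control | medium = Bis-Tris pH 6.0, DTT, detergent | signal = fluorescence intensity of OMFP turnover product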
Rin1 Abl inh: inhibitors of Rin1-Abl protein binding, primary screen, biochemical, TR-FRET | inhibition, % at 7.35 µM | Tyrosine-protein kinase ABL1 (Homo sapiens) + Ras and Rab interactor 1 (Homo sapiens), … | hit rate 0.4% among 360,000; in the data active means inhibition above about 5%, passing the limit was not always enough
STEP block: STEP phosphatase inhibitors, primary screen, biochemical, fluorescence intensity, uHTS; Tyrosine-protein phosphatase non-receptor type 5 (Homo sapiens), P54829; recombinant STEP, OMFP fluorogenic substrate; inhibition, % at 20 µM; hit rate 0.25% among 360,000; AID 588621, 2011;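 active means inhibition at 20 µM, scaled per plate between control wells, above about 37%, limit read from the data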;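 further: 0% = DMSO with enzyme and substrate and 100% = substrate only without enzyme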
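Assay system: isolated STEP enzyme. Buffer or medium: pH 6.0 Bis-Tris with DTT and Tween 20. Also added: fluorogenic phosphatase substrate OMFP at 25 µM final. Dosing: 20 µM, 1% DMSO. Timing: 20 min reaction, room temperature, in the dark. Measured by: fluorescence intensity, excitation 480 nm, emission 540 nm. Evaluation: normalized % inhibition.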
SUMO1 PPI mod: modulators of SUMO1 protein-protein interactions, primary screen, biochemical, uHTS. Small ubiquitin-related modifier 1 (Homo sapiens), P63165. SUMO1 binding to a labelled peptide, TR-FRET, 1 h. inhibition, % at 20 µM. hit rate 0.33% among 360,000; in the data active means inhibition above about 37%
Neddylation inh: inhibitors of cullin neddylation, primary screen, biochemical, TR-FRET, uHTS, NAE and Ubc12; AID 651699, 2012; hit rate 0.58% among 360,000; calls only at 25 µM; in the data active means inhibition above about 36%
* marks the source's active call; other numbers are inactive results; i = inactive; . = no result given; + = active, no number; & = joins results of further samples.

SMILES | Rpn11 block | Scp-1 inhibitor | DNMT1 block | CSN inh | NadD inh | LMPTP inh | Rin1 Abl inh | STEP block | SUMO1 PPI mod | Neddylation inh
CCC1CCCCN1C(=O)CCc1nnc(Cc2c[nH]c3ccccc23)o1 (configuration not stated) | i | -2 | -1 | 3 | 6 | 0.1 | 2 | 2 | -3 | i
O=C(c1cncc(Br)c1)N1CCc2ccccc2C1 | i | -11 | 2 | 2 | -5 | -0.4 | 2 | -2 | 2 | i
CCC(C)(C)NC(=O)C(c1ccc(C)o1)N(C(=O)c1csnn1)c1cccc(F)c1 (configuration not stated) | i | -5 | 6 | 1 | -2 | 0.1 | 1 | 1 | 3 | i
O=C(O)c1ccccc1NC(=S)NC(=O)c1sc2ccccc2c1Cl | i | -3 | -2 | 11 | 0 | 1.0 | -65 | 6 | 0 | i
Cc1ccc(C(=O)N/C(=C\C=C\c2ccccc2)C(=O)NCc2ccco2)cc1 | i | -3 | -11 | 4 | 7 | 1.2 | -4 | 5 | -9 | i
O=C(NCCN1CCN(C(=O)c2ccc([N+](=O)[O-])cc2)CC1)C(=O)NCc1ccccc1 | i | -2 | 2 | 0 | -5 | -0.6 | -2 | 2 | -30 | i
O=C(O)CNc1ccc(S(=O)(=O)C(F)(F)F)cc1[N+](=O)[O-] | i | 1 | -2 | -1 | -6 | 0.3 | -1 | -2 | -24 | i
O=C(CN1CCC(n2nnc3cc(C(F)(F)F)ccc32)CC1)Nc1ccc2c(c1)CCC2 | i | 6 | -4 | -3 | -3 | 2.7 | 0 | -1 | -1 | i
COCCCN1C(=O)c2ccc(C(=O)Nc3cccc(OC)c3)cc2C1=O | i | -5 | 2 | 2 | 10 | -0.5 | -5 | 0 | -21 | i
Cc1ccccc1NCC(=O)Nc1cc(S(=O)(=O)N2CCCCC2)ccc1C | i | -4 | -10 | 3 | 23 | 1.3 | 4 | 0 | 2 | i
CCOC(=O)c1ccc(S(=O)(=O)N2CCN(C3CCCC3)CC2)cc1 | i | -8 | 4 | -6 | 2 | 5.6 | 8 | 0 | -5 | i
COc1ccccc1C(=O)N/N=C(\C)c1ccc(NC(=O)C2CC2)cc1 | i | -1 | 7 | -8 | 3 | 3.4 | -1 | -1 | -8 | i
CCCN(CCC)CCNC(=O)c1cn(C)c(=O)c2c1c1ccccc1n2C | i | -3 | -1 | 1 | -7 | 2.9 | 3 | -1 | -1 | i
OCCSc1nc(-c2ccccc2)nc2c1CCC2 | i | -4 | 0 | -2 | -1 | -1.5 | 2 | 1 | -1 | i
CCN1CCN(C(=O)NS(=O)(=O)c2ccc(C)cc2)CC1 | i | -1 | 3 | 0 | -1 | -6.2 | 4 | -2 | 4 | i
COc1cc(C(=O)NCC(c2ccccc2)N(C)C)ccc1OCC(=O)N1CCOCC1 (configuration not stated) | i | -6 | 7 | 0 | -10 | 0.6 | 2 | -1 | 4 | i
O=C(NC1CC1)C1CCN(S(=O)(=O)c2cc(Cl)ccc2Cl)CC1 | i | -2 | 5 | 4 | -1 | 0.4 | 1 | 1 | -1 | i
CCN(CC)S(=O)(=O)c1cccc(-c2nnc(SCC(=O)NC)n2CCc2ccccc2)c1 | i | 4 | -2 | -1 | -4 | -2.4 | 3 | -6 | 0 | i
O=C(c1cc(C2CC2)nn1-c1ccccc1)N1CCN(c2ccc(O)cc2)CC1 | i | 2 | 1 | 5 | 8 | 4.0 | 3 | 1 | -3 | i
CCCCN1C[C@H](c2ccc(OC)cc2)[C@@H](CC(=O)Nc2ccc(Br)cc2)C1=O | i | . | 8 | 1 | -4 | -0.4 | -2 | 0 | -1 | i
C[C@H](CO)N1C[C@H](C)[C@@H](CN(C)C(=O)Nc2ccc(F)cc2)Oc2ccc(NS(C)(=O)=O)cc2C1=O | i | 6 | 2 | 2 | 4 | -0.6 | 6 | 0 | 2 | i
Cn1c(C(=O)NCCCN2CCN(c3ccccc3F)CC2)cc2c(=O)[nH]c3ccccc3c21 | i | -2 | -2 | -1 | 3 | 9.6 | 3 | -1 | 4 | i
CCOC(=O)c1[nH]c2cc3c(cc2c1NC(=O)CN1CCC2(CC1)OCCO2)OCO3 | i | -3 | 0 | 1 | 0 | 1.6 | -4 | -1 | -4 | .
Cc1ccc(S(=O)(=O)N2CCCCC2)cc1NC(=O)COC(=O)c1ccc(O)cc1 | i | -6 | -2 | -5 | 4 | 0.1 | 2 | -2 | 2 | i

Next part (3 carried over from the part before).
SMILES | Rpn11 block | Scp-1 inhibitor | DNMT1 block | CSN inh | NadD inh | LMPTP inh | Rin1 Abl inh | STEP block | SUMO1 PPI mod | Neddylation inh
Cn1c(C(=O)NCCCN2CCN(c3ccccc3F)CC2)cc2c(=O)[nH]c3ccccc3c21 | i | -2 | -2 | -1 | 3 | 9.6 | 3 | -1 | 4 | i
CCOC(=O)c1[nH]c2cc3c(cc2c1NC(=O)CN1CCC2(CC1)OCCO2)OCO3 | i | -3 | 0 | 1 | 0 | 1.6 | -4 | -1 | -4 | .
Cc1ccc(S(=O)(=O)N2CCCCC2)cc1NC(=O)COC(=O)c1ccc(O)cc1 | i | -6 | -2 | -5 | 4 | 0.1 | 2 | -2 | 2 | i
CC(C)CC(CC(C)C)=NNC(=O)c1ccc2c(c1)OCO2 | i | -14 | -2 | -1 | -9 | -1.8 | 1 | 2 | 1 | i
CCS(=O)(=O)NCC(c1ccco1)N1CCN(c2ccccc2)CC1 (configuration not stated) | i | 1 | -4 | 1 | -2 | -0.5 | -8 | -2 | -1 | i
COc1ccc(NC(=S)N(CCCN2CCCC(C)C2)Cc2cccs2)cc1 (configuration not stated) | i | -4 | 0 | 6 | -7 | -1.0 | -2 | 19 | 1 | i
CC1CC(C)(C)CC2(C1)NC(=O)N(CC(=O)NCCc1ccc3c(c1)OCCO3)C2=O (configuration not stated) | i | -10 | 1 | 1 | -4 | 0.0 | 1 | -3 | -1 | i
CCOC(=O)c1c(NC(=O)C(=O)N/N=C(\C)c2ccc(OC)cc2)sc2c1CCCCC2 | i | -4 | -6 | 4 | 20 | 0.7 | 2 | 4 | -6 | i
Cn1c(SCC(=O)NNC(=O)Cc2ccccc2)nc2ccccc2c1=O | i | -7 | 1 | 3 | 7 | -2.2 | -2 | 0 | 2 | i
O=C(NC1CC1)C1=C[C@@H](c2ccccc2)C[C@@H](OCCCCO)O1 | i | -4 | 7 | -3 | 7 | -0.4 | 6 | 2 | 0 | i
CCCCCC(=O)N1C[C@H](n2cc(C3CC3)nn2)[C@@H](O)C[C@@H]1c1ccc(OC)cc1 | i | . | 2 | 5 | 3 | -3.3 | -2 | -2 | 5 | i
COc1cc(OC)cc(C(=O)Nc2ccc(-n3cnnn3)c(C)c2)c1 | i | -11 | 0 | 0 | -3 | -0.5 | 3 | -4 | 8 | i
CCCCC(=O)Nc1ccc(N2CCN(S(C)(=O)=O)CC2)cc1 | i | -12 | -1 | 0 | 0 | -0.2 | 2 | 5 | -3 | i
Nc1nnc2cc(F)ccc2n1 | i | . | 5 | 4 | -1 | 0.2 | -3 | 2 | -19 | i
O=C(CN1C(=O)NC(Cc2ccccc2)C1=O)Nc1ccccc1 (configuration not stated) | i | 6 | 1 | -2 | 7 | -3.4 | -2 | 4 | -1 | i
Cc1nc2c(o1)CCc1ccccc1C2N1CCN(C)CC1 (configuration not stated) | i | 16&49&-6 | -1&28&-1 | 3&4&1 | -5&-8&-1 | -1.0&-4.0&-0.9 | 1&-2&0 | -3&1&-1 | 0&6&1 | i
CC1CCN(S(=O)(=O)c2ccc3c4c2CC(=O)N4CC(C)S3)CC1 (configuration not stated) | i | 11 | -10 | 5 | 7 | 0.9 | 5 | 2 | 0 | i
COc1cc(C(=O)OCC(=O)c2c(N)n(C)c(=O)n(C)c2=O)ccc1OCCC(C)C | i | -5 | 5 | -11 | 3 | 0.6 | 2 | -3 | -1 | i
CCCn1c(=O)c2ccccc2n2c(SCC(=O)c3cc(C)n(CCOC)c3C)nnc12 | i | -3 | -3 | 2 | -2 | -1.2 | 3 | -1 | -1 | i
O=S(=O)(N/N=C/c1ccc(OC2CSC2)cc1)c1ccccc1 | i | -5 | -13 | -3 | 1 | 1.1 | 3 | 5 | 1 | i
CCCCC(=O)NNC(=S)NC(=O)c1ccc(C)cc1 | i | -9 | 3 | -6 | 2 | -0.2 | 0 | -4 | -1 | i
CCCCNC(=O)CSc1nc2ccc(C)cc2[nH]1 | i | -8 | -3 | 2 | -4 | -0.1 | 0 | -4 | -2 | i
O=C1c2ccccc2C(Nc2ccc(Cl)cn2)N1Cc1ccccc1 (configuration not stated) | i | 2 | -1 | -2 | -2 | 1.0 | -3 | -6 | 4 | i
Clc1ccc(-c2nnc(-c3ccccc3)c(-c3c[nH]c4ccccc34)n2)cc1 | i | 1 | 9 | 0 | 12 | -0.1 | 1 | 0 | 0 | i
CCCn1c(N)cc(=O)n(CCC)c1=O | i | -5 | 0 | -2 | 1 | 2.3 | 2 | 0 | -3 | i
CCOC(=O)N1N=C(c2ccccc2)CC1(O)C(C)(F)F (configuration not stated) | i | 6 | -5 | 6 | -8 | -1.6 | -1 | -2 | -4 | i
Cn1cccc1Cc1nnc(SCC(=O)Nc2ccccc2F)n1CCc1ccccc1 | i | 0 | -1 | -2 | -5 | -0.9 | 1 | -4 | 0 | i
Cc1ccc(S(=O)(=O)N(C)C)cc1NC(=O)CCNC(=O)c1ccccc1Cl | i | 5 | 2 | -13 | 0 | -1.0 | -4 | -3 | 0 | i
CCS(=O)(=O)Nc1ccc(C2=NN(S(=O)(=O)CC)C(c3cccs3)C2)cc1 (configuration not stated) | i | -6 | 1 | -1 | 1 | -0.6 | -2 | 1 | -8 | +
CCc1ccc(N(CC(=O)NC2CCCCC2)C(=O)CNC(=O)c2ccco2)cc1 | i | -4 | 2 | 3 | -9 | -0.5 | 0 | -2 | 4 | i
CCC(=O)N1CCc2cc(S(=O)(=O)NCCC(=O)NCc3ccccc3Cl)ccc21 | i | -9 | -1 | -3 | -5 | -2.0 | -1 | -2 | 6 | i

Screening data from PubChem.
